TWEAK Fn14 block – inhibitors of TWEAK-Fn14 interaction signaling; inhibition, % at 10 µM; actives 2% (n = 360,000); TWEAK-stimulated Fn14 reporter cells, luciferase luminescence, 8 h; in the data active = inhibition above about 50%
NCOA1 inh – human NCOA1 inhibition. Q15788. HEK293 GAL4-SRC1 luciferase reporter, luminescence. inhibition, % at 3.6 µM. actives 0.12% (n = 360,000). AID 588354;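 active = inhibition above the campaign mean plus 3 SD, with each screening campaign given its own cutoff, cut at about 60% in these data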;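 also: 0% = DMSO treated cells and 100% = gossypol at 36 µM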
TROY NFkB inh – TROY signaling inhibition; Q293 LMP1-TROYcd NF-kB luciferase reporter, 4 h; inhibition, % at 10 µM; actives 0.98% (n = 360,000);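 active = compounds whose plate-normalised and pattern-corrected inhibition of the luciferase reporter signal at the single screening dose is 50% or more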
NOD2-RIPK2 inh – NOD2-RIPK2 protein interaction inhibition | O43353 | CHO BLA complementation NOD2-RIPK2, CCF4 ratio | inhibition, % at 4.98 µM | actives 0.38% (n = 360,000); in the data active = inhibition above about 21%;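 also: 0% = vehicle only and 100% = reference blocker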
SRC3 inh – human NCOA3 inhibition. actives 0.17% (n = 360,000). Q9Y6Q9. HEK293 GAL4-SRC3 luciferase reporter, luminescence. AID 588352. inhibition, % at 3.6 µM;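 active = inhibition above a per-campaign cutoff, the mean of all compounds plus 3 SD, cut at about 60% in these data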;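 also: 0% = DMSO-treated cells and 100% = gossypol-treated cells at 36 µM; higher means less SRC3-driven luciferase light from the GAL4 reporter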
NR5A2 inv ag – NR5A2 inverse agonism in reporter assay | O00482 | HEK293T StAR-luciferase reporter, LRH-1 transfected, 24 h | inhibition, % at 3.6 µM | actives 0.13% (n = 360,000);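 active = inhibition above the mean inhibition of all tested compounds plus 3 SD, cut at about 73% in these data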;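 also: 0% = DMSO wells and 100% = reporter-only cells lacking LRH-1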
Exocytosis inh – blocks lytic granule exocytosis; inhibition, % at 10 µM; AID 651702; actives 0.66% (n = 360,000); TALL-104 LAMP-1 surface exposure, flow cytometry; cells stimulated with thapsigargin and PMA;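 active = inhibition above about 55%, limit read from the data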
ABHD5 PLIN5 PPI – ABHD5-PLIN5 protein interaction inhibition; Q00G26+Q8WTS1; Split G. princeps luciferase complementation, luminescence, 4 h; inhibition, % at 4 µM; actives 0.78% (n = 360,000);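 active = inhibition above the mean inhibition across every tested compound plus 3 SD, cut at about 22% in these data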;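 also: 0% = DMSO only wells and the 100% control is not disclosed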
SRC2 inh – human SRC2 (NCOA2) inhibition | Q15596 | HEK293 GAL4-SRC2 luciferase reporter, luminescence | inhibition, % at 9 µM | actives 0.17% (n = 370,000) | AID 651957;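 active = inhibition above the mean inhibition of all tested compounds plus 3 SD, set per campaign, cut at about 52% in these data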;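 also: 0% = DMSO treated cells and 100% = cells given Gossypol at 36 µM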
NR2F2 inh – NR2F2 (human) inhibition, primary screen; HEK293T NGFI-A luciferase reporter, luminescence; inhibition, % at 8.6 µM; actives 0.7% (n = 370,000); AID 686940;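 active = inhibition above a per-plate cutoff, mean inhibition of test wells between control levels plus 3 SD, cut at about 38% in these data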;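 also: cells cotransfected with COUP-TFII expression vector driving the NGFI-A reporter; 0% = median of COUP-TF2 test wells and 100% = reporter-only cells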
TLR9-MyD88 block – blocks human TLR9 binding to MyD88. Q9NR96+Q99836. inhibition, % at 4.98 µM. actives 0.21% (n = 340,000). CHO BLA complementation TLR9-MyD88, CCF4 FRET ratio;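 active = inhibition above the mean over all tested compounds plus 3 SD, cut at about 21% in these data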;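 also: 0% = DMSO only wells and 100% = clavulanate BLA inhibitor control wells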
* marks the source's active call; other numbers are inactive results; . = no result given.

[1] CSc1nnc(-c2sc3cc(Cl)ccc3c2Cl)n1C
[2] C=CCSc1nc2ccsc2c(=O)n1-c1ccccc1
[3] COCc1nnc(NS(=O)(=O)c2ccc(NC(C)=O)cc2)s1
[4] CC(=O)N1CCN(c2ccccc2NC(=O)c2ccc(-c3cccc([N+](=O)[O-])c3)o2)CC1
[5] O=C(Nc1ccc(Cl)cc1)C1(S(=O)(=O)c2ccccc2)CC1
[6] O=C(COc1ccc2c3c(c(=O)oc2c1)CCC3)NCc1ccccn1
[7] COc1ccc(C(=O)CN(C(=O)c2ccc(Cl)cc2)N2C(=O)C3CCCCC3C2=O)cc1 (stereo unspecified)
[8] Cc1ccc(C(=O)CSc2nc3ccc(C(=O)NCCN4CCCCC4)cc3c(=O)[nH]2)cc1

screen / no.	1	2	3	4	5	6	7	8
TWEAK Fn14 block	5	-83	8	-29	-12	13	18	-11
NCOA1 inh	-6	-1	-15	-6	-10	-2	-11	-5
TROY NFkB inh	-24	-8	1	-14	9	-1	16	-11
NOD2-RIPK2 inh	0	-10	-9	-11	-5	-2	1	2
SRC3 inh	-35	7	0	-8	-3	-4	15	-3
NR5A2 inv ag	-19	1	4	7	-8	35	1	6
Exocytosis inh	-4	-4	0	-1	0	-3	4	-8
ABHD5 PLIN5 PPI	8	0	3	1	6	5	-2	3
SRC2 inh	-24	9	-2	-3	18	1	-6	-40
NR2F2 inh	-11	-10	8	-12	23	-3	16	-8
TLR9-MyD88 block	-1	-11	-1	-13	-9	-10	-14	4

Look-ups from the list:
NR2F2 inh result of cpd 4 stands at -12
TROY NFkB inh result of cpd 7 stands at 16
NOD2-RIPK2 inh result of cpd 5 stands at -5
TWEAK Fn14 block result of cpd 6 stands at 13
SRC2 inh result of cpd 3 stands at -2

Next structures.
[9] CC(C)CC(c1nnnn1CC1CCCO1)N1CCN(c2cccc(Cl)c2)CC1 (stereo unspecified)
[10] COc1ccc(NC(=O)CN2C(=O)NC3(CCCC3)C2=O)cc1OC
[11] O=C(c1ccc(Br)o1)N1CCN(C23CC4CC(CC(C4)C2)C3)CC1
[12] Cc1c(Cl)cccc1NCC(=O)NN=C1CCCC1
[13] C=C(C)c1cccc(C(C)(C)NC(=O)Nn2cnnc2)c1
[14] COc1cc(C2C(C#N)=C(N)Oc3cc(C)n(CCc4ccccc4)c(=O)c32)cc2c1OCO2 (stereo unspecified)
[15] Cc1ccccc1C(=O)Nc1ccnn1C1CCN(Cc2cccnc2)CC1
[16] c1ccc(Cn2nnc3cnccc32)cc1

screen / no.	9	10	11	12	13	14	15	16
TWEAK Fn14 block	-35	11	8	19	-1	-13	-9	2
NCOA1 inh	7	-6	1	-21	-3	2	2	-7
TROY NFkB inh	-2	6	17	9	2	-40	12	2
NOD2-RIPK2 inh	-5	0	0	4	5	-6	-3	-6
SRC3 inh	1	5	6	-2	26	14	12	-9
NR5A2 inv ag	12	15	-16	15	-16	-1	8	3
Exocytosis inh	2	4	-2	0	-2	5	-3	4
ABHD5 PLIN5 PPI	-5	3	-2	5	2	0	-1	4
SRC2 inh	9	-14	-9	-3	-31	-5	-21	4
NR2F2 inh	4	1	-5	1	10	5	-14	-22
TLR9-MyD88 block	-6	6	-8	0	-5	1	-6	-6

[17] COc1ccc(-c2nn(-c3ccccc3)cc2C(=O)NCCCn2ccnc2)cc1
[18] CC(=O)Nc1ccc(NC(=O)C(OC(=O)c2ccccc2)C(OC(=O)c2ccccc2)C(=O)O)cc1 (stereo unspecified)
[19] Cc1nnc(SCC(=O)NC(=O)Nc2ccc3c(c2)OCCO3)s1
[20] O=C1/C(=C/c2cccs2)CCc2ccccc21
[21] CC(C)c1nc(SCC(=O)N2CCCCC2)c2c(=O)n(C)c(=O)n(C)c2n1
[22] CC(C)(C)OC(=O)C[C@H]1C/C=C\C[C@@H](CC(=O)N(CCO)Cc2ccccc2)C(=O)N[C@@H](Cc2ccccc2)COC1=O
[23] COc1ccc(S(=O)(=O)Nc2cc(C(=O)NC(C)C)ccc2N2CCOCC2)cc1
[24] CCCCn1c(N)c(N(CCOC)C(=O)C2CCN(S(=O)(=O)c3ccc(C)cc3)CC2)c(=O)[nH]c1=O

screen / no.	17	18	19	20	21	22	23	24
TWEAK Fn14 block	-24	-4	-24	44	5	8	1	-3
NCOA1 inh	-11	5	-16	-101	-1	-11	3	1
TROY NFkB inh	-5	-6	-39	-13	-2	4	0	23
NOD2-RIPK2 inh	2	-4	2	4	7	-13	-12	-3
SRC3 inh	11	4	-3	-96	-5	1	19	-14
NR5A2 inv ag	9	-4	-16	-123	4	1	13	10
Exocytosis inh	0	-2	2	0	4	31	3	-9
ABHD5 PLIN5 PPI	6	1	-2	0	-1	-7	1	3
SRC2 inh	9	2	-4	-45	5	14	-10	8
NR2F2 inh	-5	-2	-4	-42	2	-10	-6	5
TLR9-MyD88 block	-4	-13	0	0	1	4	-9	-5

[25] CC(C)NC(=O)C1(C)CN(S(C)(=O)=O)CC(=O)N1CCCn1ccnc1 (stereo unspecified)
[26] O=C(CCCCCCC(=O)Nc1ccccc1)NO
[27] CC(C)Cc1nnc(NC(=O)CSc2ccccn2)s1
[28] CC(=O)N1CCN(CC(=O)Nc2cccc(S(=O)(=O)N3CCCCCC3)c2)CC1
[29] CCN1CCN(c2c(Cl)cccc2NC(=O)c2ccc([N+](=O)[O-])o2)CC1
[30] Cc1cnc(=O)[nH]c1SCc1ccc(C(F)(F)F)cc1
[31] CC(=O)Nc1ccc(NC(=O)C(C)OC(=O)CNC(=O)c2ccc(-c3ccccc3)cc2)cc1 (stereo unspecified)
[32] Cc1ccc(CNS(=O)(=O)c2ccccc2[N+](=O)[O-])cc1

screen / no.	25	26	27	28	29	30	31	32
TWEAK Fn14 block	.	-147	-4	-9	1	4	-16	-6
NCOA1 inh	.	-493	-13	10	5	1	-15	-11
TROY NFkB inh	.	-7	-38	10	-4	-22	-59	-11
NOD2-RIPK2 inh	0	-9	-2	-16	3	7	-1	4
SRC3 inh	.	-283	-10	5	24	-9	7	2
NR5A2 inv ag	-3	-50	2	3	13	12	9	-28
Exocytosis inh	-3	-10	-1	0	6	4	-3	-4
ABHD5 PLIN5 PPI	12	-1	6	-5	1	-5	1	-4
SRC2 inh	-1	-343	-20	10	7	5	-18	0
NR2F2 inh	4	-90	-15	7	2	20	-10	14
TLR9-MyD88 block	.	-7	-7	1	3	2	3	-5

[33] Cc1ccc(C(=O)NCCNC(=O)c2ccccc2)cc1
[34] CC(OC(=O)C1CSC2(c3ccc(F)cc3)CCC(=O)N12)C(=O)NC(N)=O (stereo unspecified)
[35] CCc1cc(=O)oc2cc(OS(C)(=O)=O)ccc12
[36] COc1ccc(-c2oc(NC(=O)CSc3nncn3C)c(C#N)c2-c2ccc(OC)cc2)cc1
[37] O=C(c1ccc2nccnc2c1)N1CCN(c2cccc(C(F)(F)F)c2)CC1
[38] CN(C)c1cccc2c1c(NS(=O)(=O)c1cn(C)cn1)nn2C
[39] COc1cccc(CNC(=O)CCCC(=O)Nc2cccc([N+](=O)[O-])c2)c1
[40] CC1(C)Cc2c(sc3nc(SCC(=O)NCc4ccccc4)n(-c4ccccc4)c(=O)c23)CS1

screen / no.	33	34	35	36	37	38	39	40
TWEAK Fn14 block	3	15	-10	-7	-8	-2	5	13
NCOA1 inh	-19	9	-4	5	0	7	-8	1
TROY NFkB inh	-3	16	13	8	3	-9	-16	-5
NOD2-RIPK2 inh	5	-7	-1	-2	-2	-3	8	-20
SRC3 inh	22	16	-4	17	2	3	-1	20
NR5A2 inv ag	-24	4	10	9	-12	-7	-7	28
Exocytosis inh	1	-8	-2	0	-1	-5	18	-2
ABHD5 PLIN5 PPI	3	0	1	-4	2	-24	-2	0
SRC2 inh	14	-13	9	-14	23	-10	-17	-9
NR2F2 inh	9	-31	-6	6	20	-14	-2	-13
TLR9-MyD88 block	-2	-6	-2	5	-9	2	-4	-6

Overlap with the part before: 4 compounds; new compounds follow.
[37] O=C(c1ccc2nccnc2c1)N1CCN(c2cccc(C(F)(F)F)c2)CC1
[38] CN(C)c1cccc2c1c(NS(=O)(=O)c1cn(C)cn1)nn2C
[39] COc1cccc(CNC(=O)CCCC(=O)Nc2cccc([N+](=O)[O-])c2)c1
[40] CC1(C)Cc2c(sc3nc(SCC(=O)NCc4ccccc4)n(-c4ccccc4)c(=O)c23)CS1
[41] CCN(CC)S(=O)(=O)c1csc(C(=O)NCc2ccccc2)c1
[42] O=c1cc(-c2ccccc2Cl)oc2c(Br)ccc(O)c12
[43] CCCOC(=O)C(C)Sc1n[nH]c(=O)[nH]c1=O (stereo unspecified)
[44] CCOC(=O)C1CCN(C(=O)c2ccc3c(c2)NC(=O)/C(=C/c2ccccc2)S3)CC1
[45] C=CCn1c(SCc2cccc3ccccc23)nnc1-c1cccnc1
[46] O=C(CN1N=C(c2ccc(Cl)cc2)CCC1=O)NCc1cccnc1
[47] COC(=O)CCNC(=O)c1nn(Cc2ccccc2)c(=O)c2ccccc12
[48] O=C(O)Cn1nc(C(F)(F)F)c2c1CCC2

screen / no.	37	38	39	40	41	42	43	44	45	46	47	48
TWEAK Fn14 block	-8	-2	5	13	-1	-48	-1	-34	12	-4	7	16
NCOA1 inh	0	7	-8	1	-2	-7	-21	9	2	-10	-4	7
TROY NFkB inh	3	-9	-16	-5	10	-97	12	32	-4	17	-9	-5
NOD2-RIPK2 inh	-2	-3	8	-20	-11	2	-8	-10	4	-5	-1	-2
SRC3 inh	2	3	-1	20	-8	-36	3	11	11	4	-13	-8
NR5A2 inv ag	-12	-7	-7	28	8	-30	-7	2	-30	4	-3	1
Exocytosis inh	-1	-5	18	-2	-1	-5	0	3	-1	0	-4	-3
ABHD5 PLIN5 PPI	2	-24	-2	0	-3	8	-1	10	-9	5	2	7
SRC2 inh	23	-10	-17	-9	1	-3	-7	13	15	-10	-21	4
NR2F2 inh	20	-14	-2	-13	-4	-3	6	4	4	-9	-17	11
TLR9-MyD88 block	-9	2	-4	-6	-10	-12	-4	8	4	-18	-1	8

Compound activity: PubChem BioAssay, several laboratories

Only part of the results is shown, so the mix of outcomes need not match the whole.
